Source: PubChem (National Center for Advancing Translational Sciences (NCATS))
AmpC det inh = blocks E. coli AmpC beta-lactamase in presence of detergent. 71,000 tested, 0.09% active. purified AmpC, nitrocefin hydrolysis with detergent. Potency, µM (doses to about 28.7 µM), inactives show at the highest dose activity change, negative = inhibition; active = well fitted curve in the direction sought with a large enough effect
Target sequence (P00811 whole entry, looked up): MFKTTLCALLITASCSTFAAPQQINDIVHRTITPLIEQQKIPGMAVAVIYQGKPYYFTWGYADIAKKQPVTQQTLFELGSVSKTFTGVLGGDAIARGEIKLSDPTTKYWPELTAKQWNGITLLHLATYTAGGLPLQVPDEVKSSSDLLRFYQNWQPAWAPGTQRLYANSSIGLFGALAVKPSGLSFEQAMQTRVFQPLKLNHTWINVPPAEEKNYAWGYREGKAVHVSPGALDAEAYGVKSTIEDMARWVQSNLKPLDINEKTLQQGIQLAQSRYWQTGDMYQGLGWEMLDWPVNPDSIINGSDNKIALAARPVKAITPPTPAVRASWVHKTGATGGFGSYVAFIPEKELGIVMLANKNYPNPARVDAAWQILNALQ
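E. coli AmpC (5.3 nM) in 20 mM phosphate pH 7.0 with 0.01% Triton X-100, preincubated 15 min RT with compound; nitrocefin (2 uL of 800 uM stock) hydrolysis followed by 480 nm absorbance every 20 s over 4 min.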
* = called active by the depositor; [ ] = dose if it differs, or a comment. % is scaled to controls: 0 for no effect and ±100 for the full control effect; potency is read from the fitted curve at half-maximal effect. A portion of the library. The share of hits here may be higher or lower than overall.

SMILES	AmpC det inh
CCc1cc2c(SCC(=O)C(C#N)=C3N(C)c4ccccc4N3C)ncnc2s1	-1.1%
COc1ccc(-n2c(C)nc3cc(C(=O)NCc4ccco4)ccc32)cc1	-1.1%
COc1ncc2nc(-c3cc(F)cc(F)c3)c(=O)n(C)c2n1	-3.4%
CCOc1ccc(NC(=O)CSc2nnc(-c3ccco3)n2C)cc1	-4.9%
COc1ccc(N2CCN(c3ncnc4nc[nH]c34)CC2)cc1	5.6%
O=C(O)CC[N+](=O)[O-]	-0.3%
COc1cc2nncc(SCc3ccc(Cl)c(Cl)c3)c2cc1OC	-0.4%[5.75 µM]
CCN(CC)C(=O)N1CCN(C)CC1	-4.8%[12.8 µM]
Cc1oc2cc3c(C(=O)N4CCN(C)CC4)c(C)oc3cc2c1C(=O)N1CCN(C)CC1	12.7%
Nc1nc(NC(=O)c2cccc(S(=O)(=O)N3CCCCCC3)c2)nc(-c2ccccc2)n1	-1.5%
Cc1cccc(-n2ccnc2SCC(=O)Nc2cc(C)on2)c1	-1.2%
COc1ccc(NC(=O)CNS(=O)(=O)c2cccs2)cc1	2.3%
Cc1ccc(C(=O)N2CCN(c3cccc(Cl)c3)CC2)cc1C	2.1%
CCCOc1c(OC)cccc1C1CC(=O)Nc2cc3c(cc21)OCO3 (stereo unspecified)	-0.7%
O=C1C2=C(SCCS2)C(=O)N1CCCO	4.1%
COC(=O)c1cc(-c2ccccc2)n(CC(=O)O)c1C	-3.7%
COC(=O)c1ccc2c(=O)[nH]c(CN3c4ccccc4CC3C)nc2c1 (stereo unspecified)	-1.3%
Cc1csc(SCC(=O)NCc2cccs2)n1	-5.3%
O=C(OCC(=O)N1CCN(C(=O)COC(=O)c2ccncc2)CC1)c1ccncc1	-6.0%
NC(=O)CN1CCN(C(=O)NC2CCCCC2)CC1	16.0%
CC1CCN(c2nc3c(c(=O)n(C)c(=O)n3C)n2CCSc2nc3ccccc3o2)CC1	-0.2%
CCOC(=O)Cc1csc(SCC(=O)N2CCN(c3ccc(OC)cc3)CC2)n1	0.5%
c1ccc(C(c2ccccc2)N2CCC3(CCNCC3)CC2)cc1	-1.3%
Cn1cnnc1SC(C(=O)c1ccccc1)c1ccccc1 (stereo unspecified)	-3.4%
CCn1c(SCC(=O)c2c(N)n(C)c(=O)n(C)c2=O)nc2sc(C)c(C)c2c1=O	-6.0%
C[C@@]12CC[C@@H]3[C@H](CCC4=CC(=O)CC[C@]43C)[C@@H]1CC[C@@H]2C(=O)Cn1cnc2c(=S)nc[nH]c21	-2.3%[5.75 µM]
CCOC(=O)N1CCN(C(=O)CSc2ccc(Cl)cc2)CC1	3.9%
C=CCCCCCC	11.3%
Cc1cc(NC(=O)CCCC(=O)Nc2ccc(F)cc2)no1	-2.7%
COC(=O)c1c(NC(=O)c2ccco2)sc(C(=O)Nc2ccc(F)cc2)c1C	9.7%
COc1ccccc1N1CCN(CCn2c(=O)[nH]c3c([nH]c4ccccc43)c2=O)CC1	-6.3%
CCCC(=O)Nc1ccc(-c2nc3cc(C)c(C)cc3o2)c(O)c1	7.4%
O=C(CCN1CC2CCC(CC2)C1)c1cccs1	-4.0%[5.75 µM]
Cc1cc(=O)n2c3c(cccc13)CCC2	8.0%
O=C1NC(c2ccccn2)Nc2sc3c(c21)CCC3 (stereo unspecified)	-0.5%
CCOc1ccccc1CNS(=O)(=O)c1ccc2c(c1)oc(=O)n2C	11.5%

Reformatted with each value named: three of the compounds above
C=CCCCCCC
  AmpC det inh: 11.3%

Cc1cc(NC(=O)CCCC(=O)Nc2ccc(F)cc2)no1
  AmpC det inh: -2.7%

COC(=O)c1c(NC(=O)c2ccco2)sc(C(=O)Nc2ccc(F)cc2)c1C
  AmpC det inh: 9.7%

Next section:
SMILES	AmpC det inh
COc1ccc(OCCCON2C(=O)c3ccccc3C2=O)cc1	-3.0%
COCCN(CCOC)c1nc(C)nc2c1nc(-c1ccccc1)n2CCN(C)C	11.5%
CCCOc1ccc(Cc2nc(N)nc(N)n2)cc1	-3.2%
ONC=Nc1cccc2nonc12	-4.9%
O=C(Nc1ccon1)C(Sc1ccccc1)c1ccccc1 (stereo unspecified)	-1.2%
CCCCCCCC/C=C\CCCCCCCC(=O)N[C@@H](CO)Cc1ccc(O)cc1	-8.7%
COCCn1c(CN2CCN(c3ccccc3)CC2)nc2c1c(=O)n(C)c(=O)n2C	8.1%
COc1ccc(CNC(=O)Nc2cccs2)cc1OC	-3.7%
COC(=O)CSc1nnc(-c2ccco2)n1-c1ccc(C)cc1	1.9%
NC(=O)c1nsc(C(=O)N(CC(=O)NCc2ccc3c(c2)OCO3)C2CCCCC2)c1N	9.5%
CCOC(=O)C(NC(C)=O)(Nc1ccc(S(=O)(=O)Nc2cc(C)nc(C)n2)cc1)C(F)(F)F (stereo unspecified)	8.7%
O[C@@](CCN1CCCCC1)(c1ccccc1)[C@@H]1C[C@H]2C=C[C@@H]1C2	-2.7%[12.8 µM]
COc1ccc(C(=O)C(OC(=O)CNC(=O)c2ccco2)c2ccccc2)cc1 (stereo unspecified)	6.2%
COc1ccc(Cl)cc1NC(=O)C1CC(=O)N(c2ccc(F)cc2)C1 (stereo unspecified)	-3.2%
Clc1ccccc1Nc1ncnc2c1nnn2Cc1ccccc1	10.7%
Oc1ccc(CNc2ccc(F)cc2)c2cccnc12	1.3%
O=C(NCc1ccc(Cl)cc1)c1cc2c(nc3sccn32)s1	4.4%
O=C(CN1CCN(c2ccccc2)CC1)Nc1nccs1	-0.3%
O=C(CSc1nc(-c2ccco2)cc(C(F)(F)F)n1)Nc1ccc2c(c1)OCO2	-2.4%
COc1ccc(NS(=O)(=O)c2ccc(OC)c(OC)c2)cc1OC	-1.1%
Nc1ncnc2c1ncn2C1CCC(CO)C(O)C1 (stereo unspecified)	0.3%
COc1cc2c(cc1OC)CN(C(=O)CSc1nnc3scc(-c4ccccc4)n13)CC2	11.2%
O=C(Nc1cccc(C(F)(F)F)c1)c1cccnc1N1CCCC1	-2.7%
COc1ccc(-n2c(COc3ccccc3)nnc2SCc2ccc(C#N)cc2)cc1	0.8%
O=S(=O)(c1cccs1)N1CN(CC2CCCO2)c2nc3ccccc3nc21 (stereo unspecified)	2.4%
CCOCCn1cnc2sc(C(=O)Nc3nc(C)c(C(=O)OCC)s3)c(C)c2c1=O	-6.8%
O=C(O)c1cc(-c2ccc(-c3ccccc3)cc2)nc2cc3ccccc3cc12	-0.6%[5.75 µM]
Cc1ccc(OC(=O)c2cccc(C(=O)Oc3ccc(C)cn3)n2)nc1	-7.5%
CCn1c(=O)c(C(=O)NCc2ccccn2)c(O)c2ccccc21	-2.0%
CCOc1ccc(CC(=O)Nc2c(C(N)=O)oc3ccccc23)cc1OCC	1.8%
COc1cccc(-c2cc(C(=O)NCc3ccco3)no2)c1	1.7%
CCOc1ccc(N(CC(=O)NC(C)(C)C)S(=O)(=O)c2c(C)noc2C)cc1	3.4%
O=C(CCSc1ccccc1)NCCN1CCOCC1	-3.9%
COc1cccc(-c2nnc(NC(=O)c3ccc(S(=O)(=O)N4CCOCC4)cc3)o2)c1	-6.3%
Nc1[nH]c(=S)[nH]c(=O)c1-c1ccccc1	-6.3%
Cc1ccccc1N1C(=O)N(c2cccc(C(F)(F)F)c2)C2CS(=O)(=O)CC21 (stereo unspecified)	0.0%
Cc1ccc(C=Nc2ccc(N(C)C)cc2)o1	4.3%
Cc1oc(-c2ccccc2F)nc1CS(=O)(=O)CC(=O)N1CCOCC1	4.3%
CC(=O)N1CC(=O)Nc2ccc(Cl)cc2C1c1ccc(F)cc1 (stereo unspecified)	-3.8%
NC(=O)COC(=O)c1ccc(Oc2ccccc2)cc1	-1.0%
CN(C)S(=O)(=O)c1cccc(C(=O)N(Cc2ccc(F)cc2)Cc2ccco2)c1	-1.3%
COc1cccc(-c2cncnc2NCc2ccccc2OC)c1	9.2%
O=C(Nc1cccc(F)c1)N1CC2(CCN(C(=O)c3ccco3)CC2)C1	-2.8%
Cc1cc(NC(=O)c2ccc3c(c2)C(=O)N(CCC(C)C)C3=O)no1	-1.3%
O=C(CSc1nc(-c2ccco2)cc(C(F)(F)F)n1)Nc1ccc(C(=O)N2CCCCC2)cc1	9.5%
Cc1ccc(C)c(/C(O)=C2\C(=O)C(=O)N(Cc3cccnc3)C2c2cccnc2)c1 (stereo unspecified)	-6.7%
CC(=O)N(CC1CCCO1)c1nnc(-c2cnccn2)s1 (stereo unspecified)	12.7%
NS(=O)(=O)c1ccc(CCNC(=O)CCCC2=NS(=O)(=O)c3ccccc3N2)cc1	2.7%
COCCNC(=O)Cn1c(=O)n(Cc2ccc(C(=O)NCc3ccco3)cc2)c(=O)c2ccccc21	-5.3%
Cc1ccc(N(C(=O)c2ccc3c(c2)OCO3)C2C=CS(=O)(=O)C2)cc1 (stereo unspecified)	-2.8%
NC(N)=[N+]1CCc2ccccc2C1	1.9%
COc1ccc(NC(=O)c2ccco2)cc1N	12.0%
CCOC(=O)Cc1csc(NC(=O)COc2ccc(OC)cc2)n1	10.3%
CCOc1ccc(NCCC(=O)c2ccc3c(c2)OCO3)cc1	0.1%
O=C(Nc1cccc(Cl)c1)C1CCCN(S(=O)(=O)c2cnc[nH]2)C1 (stereo unspecified)	6.1%
CSc1nnnn1CCn1nnnc1SC	1.4%
COC(=O)C(C)Sc1nnc(Cc2cc(=O)[nH]c(=O)[nH]2)n1-c1ccc(Cl)cc1 (stereo unspecified)	4.5%
O=C(O)C(O)(c1ccccc1)C1CCCC1 (stereo unspecified)	-0.4%
COc1cccc(-c2nc(CS(=O)CC(=O)NCCCOC(C)C)c(C)o2)c1 (stereo unspecified)	5.3%
CCCS(=O)(=O)N1CCCC(C(=O)NCCc2ccc(OC)c(OC)c2)C1 (stereo unspecified)	-2.9%

Remaining list, next part
SMILES	AmpC det inh
COc1ccccc1N1CCN(CCc2n[nH]c(=S)n2-c2ccccc2)CC1	6.5%
COc1ccc(C)cc1C(=O)C1CC(C(=O)O)C(C)(C)C1C (stereo unspecified)	-3.7%
CC(Cc1ccccc1)[n+]1cc(/N=C(\N)[O-])on1 (stereo unspecified)	-1.0%
O=C1CCCC2=C1C1(CCCC1)N=C(Nc1nc3ccccc3o1)N2	9.7%
COc1ccc(S(=O)(=O)N2CCC(n3cnc4cc(C(F)(F)F)ccc43)CC2)cc1	-4.3%
Cc1cc(-n2c(C)cc(C(=O)CN3C(=O)NC4(CCCCC4C)C3=O)c2C)no1 (stereo unspecified)	-1.4%
Cc1cc(OCC(=O)Nc2ccc(S(=O)(=O)N3CCN(C)CC3)cc2)cc(C)c1Cl	-4.6%
COc1ccc2cc(C(c3nnnn3Cc3ccc(F)cc3)N3CCCCCC3)c(=O)[nH]c2c1 (stereo unspecified)	3.8%
CCOc1ccc(CCNC(=O)C2CCCN(c3nn4c(=O)cc(C)nc4s3)C2)cc1OCC (stereo unspecified)	-3.8%
Cc1ccc(-c2nnn(CC(=O)N(c3cccc(F)c3)C(C(=O)NC3CCCC3)c3ccco3)n2)o1 (stereo unspecified)	-4.4%

Gathered by group, the compounds so far containing an aryl methoxy group (26)
SMILES	AmpC det inh
COc1ccc(-n2c(C)nc3cc(C(=O)NCc4ccco4)ccc32)cc1	-1.1%
COc1ncc2nc(-c3cc(F)cc(F)c3)c(=O)n(C)c2n1	-3.4%
COc1ccc(N2CCN(c3ncnc4nc[nH]c34)CC2)cc1	5.6%
COc1cc2nncc(SCc3ccc(Cl)c(Cl)c3)c2cc1OC	-0.4%[5.75 µM]
COc1ccc(NC(=O)CNS(=O)(=O)c2cccs2)cc1	2.3%
CCCOc1c(OC)cccc1C1CC(=O)Nc2cc3c(cc21)OCO3 (stereo unspecified)	-0.7%
CCOC(=O)Cc1csc(SCC(=O)N2CCN(c3ccc(OC)cc3)CC2)n1	0.5%
COc1ccccc1N1CCN(CCn2c(=O)[nH]c3c([nH]c4ccccc43)c2=O)CC1	-6.3%
COc1ccc(OCCCON2C(=O)c3ccccc3C2=O)cc1	-3.0%
COc1ccc(CNC(=O)Nc2cccs2)cc1OC	-3.7%
COc1ccc(C(=O)C(OC(=O)CNC(=O)c2ccco2)c2ccccc2)cc1 (stereo unspecified)	6.2%
COc1ccc(Cl)cc1NC(=O)C1CC(=O)N(c2ccc(F)cc2)C1 (stereo unspecified)	-3.2%
COc1ccc(NS(=O)(=O)c2ccc(OC)c(OC)c2)cc1OC	-1.1%
COc1cc2c(cc1OC)CN(C(=O)CSc1nnc3scc(-c4ccccc4)n13)CC2	11.2%
COc1ccc(-n2c(COc3ccccc3)nnc2SCc2ccc(C#N)cc2)cc1	0.8%
COc1cccc(-c2cc(C(=O)NCc3ccco3)no2)c1	1.7%
COc1cccc(-c2nnc(NC(=O)c3ccc(S(=O)(=O)N4CCOCC4)cc3)o2)c1	-6.3%
COc1cccc(-c2cncnc2NCc2ccccc2OC)c1	9.2%
COc1ccc(NC(=O)c2ccco2)cc1N	12.0%
CCOC(=O)Cc1csc(NC(=O)COc2ccc(OC)cc2)n1	10.3%
COc1cccc(-c2nc(CS(=O)CC(=O)NCCCOC(C)C)c(C)o2)c1 (stereo unspecified)	5.3%
CCCS(=O)(=O)N1CCCC(C(=O)NCCc2ccc(OC)c(OC)c2)C1 (stereo unspecified)	-2.9%
COc1ccccc1N1CCN(CCc2n[nH]c(=S)n2-c2ccccc2)CC1	6.5%
COc1ccc(C)cc1C(=O)C1CC(C(=O)O)C(C)(C)C1C (stereo unspecified)	-3.7%
COc1ccc(S(=O)(=O)N2CCC(n3cnc4cc(C(F)(F)F)ccc43)CC2)cc1	-4.3%
COc1ccc2cc(C(c3nnnn3Cc3ccc(F)cc3)N3CCCCCC3)c(=O)[nH]c2c1 (stereo unspecified)	3.8%
